Bioassay records from PubChem BioAssay.
NadD inh: inhibitors of S. aureus NadD, primary screen, biochemical, colorimetric, uHTS; Nicotinate-nucleotide adenylyltransferase NadD (Staphylococcus aureus N315); purified NadD enzyme, colorimetric absorbance read-out; inhibition, % at 20 µM; 360,000 tested, 0.78% active; AID 602399, 2012; in the data active = inhibition above about 26%; note: some compounds past the cut are filed as inactive
LMPTP block: LMPTP phosphatase inhibitors, primary screen, biochemical, fluorescence intensity, uHTS. 360,000 tested, 0.22% active. recombinant LMPTP-A, OMFP fluorogenic substrate. AID 651560, 2012. inhibition, % at 20 µM;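 active = compounds that cut the enzyme signal by at least half of the control window in the single-dose screen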;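 note: plate controls were DMSO wells with enzyme plus substrate for no effect and substrate without enzyme for full effect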
Target sequence (P24666 whole entry, looked up): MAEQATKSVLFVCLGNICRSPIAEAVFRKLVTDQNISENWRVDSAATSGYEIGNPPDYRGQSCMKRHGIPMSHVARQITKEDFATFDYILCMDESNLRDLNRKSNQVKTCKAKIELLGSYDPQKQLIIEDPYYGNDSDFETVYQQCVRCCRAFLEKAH
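Test system: LMPTP-A phosphatase enzyme. Amount: LMPTP-A at 0.625 nM final in the reaction. Reagent: OMFP substrate, 400 µM final. Times: 50 min at room temperature. Signal: endpoint fluorescence intensity from OMFP dephosphorylation. Read-out basis: % inhibition. Benchmarks: no-enzyme and uninhibited controls.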
MsrA inhibitor: bovine MsrA enzyme inhibitors, primary screen, biochemical, absorbance, HTS; purified bovine MsrA, absorbance read-out; AID 651718, 2012; inhibition, % at 15.5 µM; 360,000 tested, 0.75% active; in the data active = inhibition above about 4.5%;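 note: 0% = vehicle wells with enzyme and 100% = reference inhibitor wells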
CSN deneddyl inh: inhibitors of CSN-mediated cullin deneddylation, primary screen, biochemical, fluorescence polarization, uHTS; COP9 signalosome complex subunit 5 (Homo sapiens), Q92905; Purified CSN, SCF-Nedd8-OG deneddylation; inhibition, % at 12.5 µM; 360,000 tested, 0.38% active;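 active = pattern-corrected inhibition above about 35%, with an unprinted fluorescence ratio check between 0.5 and 1.5, limit read from the data, passing the limit was not always enough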;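 note: 0% = enzyme with substrate and 100% = substrate without enzyme; some results filed as inactive read as strong as hits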
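Test system: purified human Csn5 enzyme expressed in HEK293T cells. Amount: 0.24 nM enzyme. Reagent: SCFSkp2-Nedd8OG substrate at 10 nM final. Schedule: 90 min incubation of compound, enzyme and substrate at room temperature. Detection: fluorescence polarization. Read-out: % inhibition of substrate cleavage by Csn5.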
SUMO1 PPI mod: modulators of SUMO1 protein-protein interactions, primary screen, biochemical, uHTS | Small ubiquitin-related modifier 1 (Homo sapiens), P63165 | SUMO1 binding to a labelled peptide, TR-FRET, 1 h | inhibition, % at 20 µM | 360,000 tested, 0.33% active | AID 602429, 2012; in the data active = inhibition above about 37%
Target sequence (P63165 whole entry, looked up): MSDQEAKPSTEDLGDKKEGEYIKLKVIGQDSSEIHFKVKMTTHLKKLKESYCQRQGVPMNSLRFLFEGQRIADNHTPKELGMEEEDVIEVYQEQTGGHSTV
Scp-1 inhibitor: Scp-1 phosphatase inhibitors, primary screen, biochemical, colorimetric, uHTS | Recombinant Scp1, phosphopeptide, malachite green phosphate absorbance | inhibition, % at 20 µM | 340,000 tested, 0.88% active | AID 493091, 2011;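 active = inhibition above about 50% at 20 µM, limit read from the data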;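 note: plate controls were DMSO wells with enzyme for no effect and wells lacking enzyme for full effect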
Target sequence (Q9GZU7 76-261 limits assumed): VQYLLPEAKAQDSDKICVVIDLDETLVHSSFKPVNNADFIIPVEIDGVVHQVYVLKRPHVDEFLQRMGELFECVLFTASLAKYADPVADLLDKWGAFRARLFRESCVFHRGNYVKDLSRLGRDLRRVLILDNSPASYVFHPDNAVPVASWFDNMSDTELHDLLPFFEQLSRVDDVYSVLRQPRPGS
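System: truncated SCP-1 phosphatase (76-261aa); medium: Tris acetate buffer pH 5.5 with MgCl2 and Tween-20; incubation: 45 min room-temperature reaction, 5 min colour, 30 min stabiliser; compound: single 20 µM dose, 1% DMSO; reagent: Phosphorylated 17-residue peptide substrate; read-out: % inhibition at 20 µM; technique: colorimetric free-phosphate detection, absorbance 630 nm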
DNMT1 inh: human DNMT1 methyltransferase inhibitors, primary screen, biochemical, molecular beacon, fluorescence, HinP1I cleavage, uHTS; DNA (cytosine-5)-methyltransferase 1 (Homo sapiens), P26358; inhibition (reported as % activation of signal), % at 10 µM; 360,000 tested, 0.83% active; AID 588458, 2011; in the data active = inhibition above about 50%
STEP block: STEP phosphatase inhibitors, primary screen, biochemical, fluorescence intensity, uHTS | Tyrosine-protein phosphatase non-receptor type 5 (Homo sapiens), P54829 | recombinant STEP, OMFP fluorogenic substrate | inhibition, % at 20 µM | 360,000 tested, 0.25% active | AID 588621, 2011;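 active = inhibition at 20 µM, scaled per plate between control wells, above about 37%, limit read from the data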;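 note: 0% = DMSO with enzyme and substrate and 100% = substrate only without enzyme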
Target sequence (P54829 whole entry, looked up): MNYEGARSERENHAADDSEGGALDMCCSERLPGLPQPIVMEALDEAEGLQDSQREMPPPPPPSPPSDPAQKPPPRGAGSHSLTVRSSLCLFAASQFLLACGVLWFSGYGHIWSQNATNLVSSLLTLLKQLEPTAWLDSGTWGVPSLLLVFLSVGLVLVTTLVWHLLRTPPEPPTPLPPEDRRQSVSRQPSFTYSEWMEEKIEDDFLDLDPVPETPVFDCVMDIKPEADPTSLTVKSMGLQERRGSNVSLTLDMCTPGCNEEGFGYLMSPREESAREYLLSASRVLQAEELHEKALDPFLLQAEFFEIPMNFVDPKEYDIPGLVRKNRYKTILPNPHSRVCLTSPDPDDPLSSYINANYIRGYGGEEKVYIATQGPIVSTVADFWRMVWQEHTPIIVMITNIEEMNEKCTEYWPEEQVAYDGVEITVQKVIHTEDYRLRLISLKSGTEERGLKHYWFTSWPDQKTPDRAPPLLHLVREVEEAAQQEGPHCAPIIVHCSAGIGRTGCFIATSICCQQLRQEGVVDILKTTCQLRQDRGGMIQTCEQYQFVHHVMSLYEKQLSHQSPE
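Assay system: isolated STEP enzyme / Timing: 20 min at room temperature, dark / Doses: 20 µM, 1% DMSO / Technique: fluorescence intensity, excitation 480 nm, emission 540 nm / Reagent: fluorogenic phosphatase substrate OMFP at 25 µM final / Measure: percent inhibition scaled to no-enzyme and uninhibited-enzyme controls, plate-pattern corrected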
TbMetRS inhib: T. brucei MetRS inhibitors, primary screen, biochemical, luminescence. inhibition, % at 11.9 µM. 360,000 tested, 0.4% active. purified T. brucei MetRS, ATP depletion, Kinase-Glo luminescence;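 active = inhibition above a per-plate cutoff of the control wells' mean inhibition plus 3 SD, cut at about 5.5% in these data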;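 note: 0% = DMSO wells median and 100% = median of wells with control inhibitor compound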
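Dosing: 11.9 µM single point; system: parasite MetRS enzyme; technique: luminescence of leftover ATP; times: 15 min enzyme-compound preincubation, 2 h reaction, 10 min detection, 25 °C; replicates: each compound tested once; read-out basis: percent inhibition relative to median high and low control wells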
Rpn11 block: Rpn11 (PSMD14) deubiquitinase inhibitors, primary screen, biochemical, fluorescence polarization, uHTS | 26S proteasome non-ATPase regulatory subunit 14 (Homo sapiens), O00487 | 360,000 tested, 0.59% active | human 26S proteasome, Ub4-pepOG fluorescence polarization; 20S core pre-blocked with epoxomicin | calls only at 20 µM;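 active = inhibition at 20 µM, scaled to each plate's controls, above about 33%, limit read from the data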
Numbers without * were called inactive; i = inactive; . = no result given; + = active, no number.

| canonical_smiles | CSN deneddyl inh | LMPTP block | NadD inh | Scp-1 inhibitor | TbMetRS inhib | MsrA inhibitor | SUMO1 PPI mod | STEP block | Rpn11 block | DNMT1 inh |
| --- | --- | --- | --- | --- | --- | --- | --- | --- | --- | --- |
| Cc1ccc(Sc2cc(C(=O)NCCN(C)C)c3ccccc3n2)cc1 | -3 | -0.4 | -10 | -7 | 0.2 | 1.6 | -16 | 1 | i | 1 |
| CCCOc1ccc(C(CC(=O)O)NC(=O)C(c2ccccc2)c2ccccc2)cc1 (configuration not stated) | -1 | -1.1 | -4 | -8 | -0.3 | -0.5 | 1 | 3 | i | 5 |
| Cc1cccc(CSc2nnc(CCNC(=O)OC(C)(C)C)o2)c1 | -2 | 0.0 | -9 | -7 | -0.3 | 0.8 | 1 | -4 | i | -4 |
| CCc1ccc(-c2cnc3nc[nH]c(=O)c3n2)cc1 | 2 | -0.8 | -9 | -7 | -0.2 | 1.1 | -22 | 1 | i | 3 |
| O=C(NCc1ccc2c(c1)OCO2)c1cccc(S(=O)(=O)N2CCOCC2)c1 | -2 | -0.5 | -4 | -4 | -0.6 | -1.6 | 2 | -1 | i | 4 |
| CC1(C)C([N+](=O)[O-])C(c2ccc(F)cc2)NC(c2ccc(F)cc2)C1[N+](=O)[O-] (configuration not stated) | -2 | 3.4 | 4 | -7 | 0.1 | -0.3 | -2 | 0 | i | 1 |
| O=C(COC(=O)c1cnccn1)Nc1ncc(Cl)cc1Cl | 3 | 0.5 | 3 | 18 | 0.0 | -0.6 | 19 | 0 | i | 30 |
| CCOC(=O)c1c[nH]c2c(C(=O)c3ccccc3)cc(Cl)cc2c1=O | -3 | 2.5 | 0 | -5 | -1.5 | 2.0 | -27 | -1 | i | 5 |
| CC(C)CCNC(=O)CSc1nnc(-c2ccc(S(=O)(=O)N3CCCC3)cc2)n1C | -3 | -1.8 | 0 | 1 | 1.0 | -0.4 | -5 | -2 | i | 2 |
| COc1ccccc1NC(=O)C(=O)N/N=C/c1cccs1 | -7 | 1.6 | -7 | 2 | -0.6 | 2.4 | -9 | 4 | i | 13 |
| COC(=O)c1ccc(N2CCN(C)CC2)c(NC(=O)COc2ccc(OC)cc2)c1 | 6 | -1.4 | -3 | 3 | -2.6 | 1.6 | 2 | 3 | i | 0 |
| O=C1CC(=O)CC(c2ccccc2Cl)C1 | 2 | -0.7 | 7 | -17 | -0.5 | 0.1 | 5 | 1 | i | 10 |
| CCCc1nc2ccc(NC(=O)NCCC(=O)OCC)cc2c(=O)n1Cc1cccc(Cl)c1 | 1 | 2.5 | -5 | 3 | -0.4 | -1.0 | 25 | 1 | i | -5 |
| COc1ccc(/C=C2\Oc3cc(OCC(=O)N4CCC[C@H]4CO)ccc3C2=O)c(OC)c1 | 12 | -0.2 | -1 | 27 | -1.1 | . | -22 | -1 | + | -7 |
| CC(=O)c1c(C)[nH]c(C(=O)NCc2ccco2)c1C | 3 | 0.9 | 0 | -12 | -0.7 | 0.7 | 0 | -3 | i | -1 |

Shown as a hit in Rpn11 block (from the list above):
| canonical_smiles | CSN deneddyl inh | LMPTP block | NadD inh | Scp-1 inhibitor | TbMetRS inhib | MsrA inhibitor | SUMO1 PPI mod | STEP block | Rpn11 block | DNMT1 inh |
| --- | --- | --- | --- | --- | --- | --- | --- | --- | --- | --- |
| COc1ccc(/C=C2\Oc3cc(OCC(=O)N4CCC[C@H]4CO)ccc3C2=O)c(OC)c1 | 12 | -0.2 | -1 | 27 | -1.1 | . | -22 | -1 | + | -7 |

Additional entries follow.
| canonical_smiles | CSN deneddyl inh | LMPTP block | NadD inh | Scp-1 inhibitor | TbMetRS inhib | MsrA inhibitor | SUMO1 PPI mod | STEP block | Rpn11 block | DNMT1 inh |
| --- | --- | --- | --- | --- | --- | --- | --- | --- | --- | --- |
| CC(=O)Cc1nsc(NC(=O)c2cccc(F)c2)n1 | -2 | -1.4 | -1 | -1 | 0.2 | -0.5 | 0 | -1 | i | -1 |
| COc1cccc(CNS(=O)(=O)c2ccc3c(c2)NC(=O)CS3)c1 | 0 | -0.6 | -3 | -5 | -0.1 | -1.5 | 7 | 0 | i | 0 |
| O=C(c1ccco1)N1CCN(Cc2nnc(-c3ccccc3F)o2)CC1 | 3 | -1.9 | -1 | -1 | -0.6 | 0.5 | 1 | -1 | i | 3 |
| COc1ccc(Cl)cc1NC(=O)CNCc1cccs1 | -2 | -0.3 | -5 | -7 | -0.1 | 0.0 | 6 | 3 | i | 0 |
| COc1ccc(N2CCN(c3ccc(NC(=O)NN)cc3)CC2)cc1 | 1 | 5.8 | 3 | -6 | -0.5 | 0.1 | 6 | -1 | i | 0 |
| Cc1nn(Cc2ccc([N+](=O)[O-])cc2)c(=O)n1-c1ccc(F)cc1 | -2 | -1.0 | -3 | -8 | -0.3 | 2.0 | -9 | -3 | i | 5 |
| COc1ccc2oc(C(=O)OCC(=O)NC(C)(C#N)C3CC3)c(C)c2c1 (configuration not stated) | 4 | 1.1 | -6 | -6 | -0.4 | 1.0 | -1 | 1 | i | 1 |
| C[C@@H]1CC[C@]2(C(=O)O[C@@H]3O[C@H](CO)[C@@H](O)[C@H](O)[C@H]3O)CC[C@]3(C)C(=CCC4[C@@]5(C)CC[C@H](O[C@@H]6OC[C@H](O)[C@H](O[C@@H]7O[C@H](CO)[C@@H](O)[C@H](O)[C@H]7O)[C@H]6O)C(C)(C)C5CC[C@]43C)C2[C@]1(C)O (some centres not stated) | 1 | 0.5 | -1 | 14 | -0.4 | -0.4 | 1 | -1 | i | 10 |
| COc1cccc(-c2c(NC(=O)c3ccco3)oc3ccc(Cl)cc3c2=O)c1 | -4 | 0.4 | -4 | -10 | 0.3 | 3.5 | 6 | 1 | i | -3 |
| CCOC(=O)C1CCN(C(=S)NC2CC3C=CC2C3)CC1 (configuration not stated) | -6 | 0.3 | 2 | -5 | 0.1 | 0.1 | -5 | 1 | i | 4 |
| COc1ccccc1/C=C\C=N\NC(=O)CCn1nnc2ccccc21 | 5 | -0.9 | -2 | 8 | -1.4 | 5.0* | -15 | -1 | i | -4 |
| CSc1nc2ccc(N3C(=O)C4CCCCC4C3=O)cc2s1 (configuration not stated) | -4 | 0.8 | -8 | -2 | -2.1 | 0.9 | 3 | 0 | i | -2 |
| Cn1c(CN2CCCC2)nc2cc(NC(=O)Nc3ccccc3)ccc21 | 0 | 0.4 | 0 | -5 | 0.0 | -0.5 | -6 | 0 | i | -6 |
| O=C(NCc1ccco1)c1cnc2ccccn2c1=O | 2 | -0.3 | -2 | -3 | 0.2 | 2.2 | -13 | 5 | i | 0 |
| CCc1cccc2c(C=C(C#N)C#N)cn(CC(=O)N3CCCCCC3)c12 | -2 | -0.3 | 0 | -2 | -0.3 | 0.4 | -3 | -3 | i | 3 |
| Cc1cccc2nc(Cn3c(=O)n(CCC(=O)NCc4ccco4)c(=O)c4sccc43)cc(=O)n12 | 4 | 0.3 | -7 | -4 | -0.1 | 0.2 | -7 | -2 | i | 0 |
| Cc1ccc(S(=O)(=O)/N=C(\CN2CCOCC2)N2CCOCC2)cc1 | -3 | -0.4 | 3 | 0 | 0.5 | 0.6 | -2 | -2 | i | 1 |
| O=C(CCNS(=O)(=O)c1cccc2nsnc12)N1CCc2ccccc21 | -2 | 0.9 | 5 | 1 | -1.0 | -0.4 | -24 | -2 | i | -2 |
| CC1CC(=O)N(C)c2ccc([N+](=O)[O-])cc2N1 (configuration not stated) | -4 | -0.3 | -2 | -6 | -0.1 | 1.6 | -16 | -2 | i | 4 |
| COc1ccc(Sc2ccccc2CN(C)C)cc1OC | 4 | -1.1 | -5 | -5 | -0.6 | 0.9 | 3 | 1 | i | -4 |
| COc1cccc(C2/C(=C(\O)c3ccc4c(c3)OCCO4)C(=O)C(=O)N2CCN(C)C)c1 (configuration not stated) | 4 | 0.9 | 4 | -2 | -0.4 | 1.6 | -3 | -2 | i | 0 |
| Clc1ccc(-c2nnc(-c3cccnc3)o2)cc1 | -2 | -0.9 | -5 | -7 | -0.4 | 2.9 | 6 | -2 | i | -1 |
| Cc1cc(=O)oc(C)c1C(=O)NC12CC3CC(CC(C3)C1)C2 | -4 | -0.3 | -19 | -2 | -0.6 | -0.9 | -5 | -2 | i | -3 |
| CC(C)N1CCCC(C)(C(=O)Nc2nc3ccccc3[nH]2)C1 (configuration not stated) | 1 | 0.4 | 0 | . | -0.3 | -0.5 | -2 | 2 | i | 4 |
| CC(=O)c1c(CSc2ccccc2)oc2ccc(O)c(CN(C)C)c12 | 4 | 0.8 | -5 | -12 | 0.4 | 4.0 | -2 | 2 | i | -2 |
| O=S(=O)(NCC(c1ccc2c(c1)OCO2)N1CCOCC1)c1ccc(Cl)cc1 (configuration not stated) | -3 | 0.1 | -2 | -3 | -0.4 | -0.3 | 2 | -1 | i | -9 |
| Cn1cc(Br)c(C(=O)NNC(=O)Nc2ccccc2C(F)(F)F)n1 | -3 | 2.0 | -8 | -1 | -0.9 | -0.3 | -3 | 0 | i | 1 |
| O=C(Nc1ncnc2c1C(c1ccccc1)c1c(ccc3ccccc13)O2)c1ccccc1 (configuration not stated) | 1 | 2.8 | 26 | -9 | -0.2 | 2.7 | 1 | 2 | i | -15 |
| COc1ccc(-c2nnc(N3CCOCC3)c3ccccc23)cc1 | 0 | -0.1 | 4 | -8 | 1.8 | 1.9 | -3 | -1 | i | -2 |
| CC(=O)Nc1ccc(-c2csc(NC(=O)C3=COCCO3)n2)cc1 | -1 | 1.5 | 2 | -3 | -0.1 | 0.0 | -3 | 1 | i | -12 |
| CCC(C(=O)NCc1ccc(F)cc1)n1nc(C)n2c(cc3occc32)c1=O (configuration not stated) | 1 | 0.5 | 1 | -8 | -0.1 | 0.5 | 2 | -2 | i | 1 |
| CCN(Cc1cc(=O)n2ccsc2n1)Cc1nc2cc(OC)c(OC)cc2c(=O)[nH]1 | -1 | -0.5 | -4 | 4 | -0.3 | 0.9 | 2 | -3 | i | 3 |
